Assay outcomes as filed in PubChem.
SIRT5 inh = sirtuin-5 (human) deacylase inhibition; Q9NXA8; Purified SirT5, succinyl-peptide AMC, trypsin-coupled fluorescence; inhibition, % at 15 µM; hit rate 1.1% among 330,000; in the data active = inhibition above about 15%; inconclusive = no clear call, values can overlap the other calls
Target sequence (Q9NXA8 whole entry, looked up): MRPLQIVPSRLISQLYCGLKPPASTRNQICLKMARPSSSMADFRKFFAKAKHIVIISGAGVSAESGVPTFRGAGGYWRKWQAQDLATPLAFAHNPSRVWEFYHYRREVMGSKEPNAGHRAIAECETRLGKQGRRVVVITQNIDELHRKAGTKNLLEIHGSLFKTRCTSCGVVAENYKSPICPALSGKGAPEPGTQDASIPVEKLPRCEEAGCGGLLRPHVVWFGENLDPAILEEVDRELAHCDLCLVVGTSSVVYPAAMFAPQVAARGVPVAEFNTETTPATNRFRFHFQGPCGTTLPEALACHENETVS
Cneo AK release = Cryptococcus neoformans lysis via adenylate kinase release. C. neoformans lysis, adenylate kinase release luminescence, 4 h; normalised: neutral wells 0, clomiphene wells 100. lysis activity, % at 15 µM. hit rate 0.2% among 360,000;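 active = mean lysis activity across replicates of at least 80%, whatever share of replicates individually reach that level; inactive = mean lysis activity below 80%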
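Signal: Adenylate kinase release luminescence | Assay system: Log-phase Cryptococcus neoformans yeast cells | Input: Cells at 5 × 10^6 per mL | Buffer or medium: Fresh YPD growth medium | Compound: Single dose | Schedule: Static 4 h at 37 °C with compound, 1 h detection | Controls: Clomiphene | Read-out: Luminescence rise reflecting yeast cell lysis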
esBAF inh = blocks esBAF chromatin remodeling in mouse ES cells; Bmi1-luciferase knock-in reporter, 24 h; 100% = twice the neutral-well signal; reporter increase, % at 12.5 µM; AID 602393; hit rate 2% among 350,000; in the data active = activation above about 40%; inconclusive = no clear call, values can overlap the other calls;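 note: 0% = median of the plate's neutral control wells and 100% = double that signal; a rise in the Bmi1 reporter signal indicates esBAF inhibition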
miR-122 sensor = miR-122 inhibition in Huh7 cells | Huh7 miR-122 Renilla luciferase sensor, 48 h; neutral wells = 0, positive control = 100 | hit rate 0.3% among 340,000 | activation (reporter increase), % at 12.5 µM;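 active = mean replicate activation score at least 90 and every replicate individually at or above 90; inconclusive = only one of the two criteria met; inactive = neither criterion met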;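 note: higher luciferase means less miR-122 activity so hits act as miR-122 inhibitors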
ARNT-TACC3 inh = disrupts binding between human ARNT and TACC3; AlphaScreen His-ARNT PAS-B/GST-TACC3 binding, luminescence; TACC3 fragment carries E629A point mutation; Q9Y6A5; hit rate 0.66% among 390,000; inhibition, % at 9.99 µM;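 active = mean inhibition of replicates at least 50% and at least half of replicates each reaching 50%; inconclusive = half or more replicates reach 50% but mean below 50%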;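 note: 0% = complete ARNT plus TACC3 wells and 100% = ARNT alone without TACC3; many hits fall short of the cut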
C2C12 statin = protects C2C12 myotubes from simvastatin toxicity. ATP luminescence, 48 h; scaled: DMSO 0, geranylgeraniol control 100. rescue of ATP level, % at 7.49 µM. hit rate 0.78% among 330,000. AID 602340;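 active = mean ATP rescue above about 67%, or every replicate alone reaching that limit, limit read from the data, passing the limit was not always enough; inconclusive = no clear call, values can overlap the other calls; inactive = mean under the limit and some replicate under it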;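 note: myotubes were challenged with 10 µM simvastatin during compound exposure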
ERp5 inh = inhibitors of human ERp5; Q15084; ERp5 insulin aggregation, absorbance 650 nm, 90 min; inhibition, % at 9.99 µM; hit rate 0.05% among 350,000; AID 651711;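 active = mean replicate inhibition above about 25%, with every replicate also reaching it, limit read from the data, passing the limit was not always enough; inconclusive = only one of those two criteria met; inactive = neither criterion met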
Target sequence (Q15084 whole entry, looked up): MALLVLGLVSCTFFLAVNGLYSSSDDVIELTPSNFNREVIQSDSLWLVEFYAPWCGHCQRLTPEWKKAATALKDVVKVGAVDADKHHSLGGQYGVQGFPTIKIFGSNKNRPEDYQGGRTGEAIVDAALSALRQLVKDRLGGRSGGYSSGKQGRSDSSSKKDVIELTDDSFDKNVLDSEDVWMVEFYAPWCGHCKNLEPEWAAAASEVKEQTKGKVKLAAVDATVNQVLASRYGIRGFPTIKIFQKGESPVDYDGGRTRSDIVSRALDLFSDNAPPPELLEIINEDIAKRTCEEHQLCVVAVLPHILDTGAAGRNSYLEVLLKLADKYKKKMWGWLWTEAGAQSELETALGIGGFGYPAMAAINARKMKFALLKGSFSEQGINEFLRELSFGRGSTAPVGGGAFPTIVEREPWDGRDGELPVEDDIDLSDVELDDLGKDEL
* marks the source's active call; other numbers are inactive results; ? = inconclusive; nt = not tested or not shown; & = joins results of further samples; [ ] = another dose, or the depositor's remark. Random draw from the library; any-hit rate near 4%.

smiles | SIRT5 inh | miR-122 sensor | ARNT-TACC3 inh | ERp5 inh | Cneo AK release | esBAF inh | C2C12 statin
CC1(C)CC(c2nc(-c3ccc([N+](=O)[O-])cc3)cs2)CCO1 (stereo unspecified) | 0.5 | -7.2 | 6.6 | 4.7 | -1.3 | 3.8 | -11.7
CO[C@@H]1CN(C)C(=O)c2ccc(NC(=O)Nc3cccc(F)c3)cc2OC[C@H](C)N(C)C[C@H]1C | 6.5 | 0.8[16.7 µM] | 0.2 | -0.1 | 0.3 | -2.5 | -22.6
Cc1cc(/C=N/n2c(COc3ccccc3C)nc3ccccc3c2=O)c(O)c([N+](=O)[O-])c1 | -2.7 | nt | 7.0 | 3.4 | nt | nt | nt
CN(C)c1ccc(S(=O)(=O)N2CCCCC2)cc1NC(=O)COc1ccccc1F | -4.7 | nt | 0.6 | -3.1 | nt | nt | nt
Cc1onc(-c2ccccc2Cl)c1C(=O)Nc1sc2c(c1C#N)CCC2 | -5.0 | 8.7 | -0.6 | 3.0 | 2.2 | -6.1 | -2.7
COc1ccccc1Cn1c(=O)[nH]c2cccnc21 | nt | 4.2 | 0.0 | nt | -2.8 | -0.4 | 1.7
O=C(C1CCCN(c2ncnc3c2nc2n3CCCCC2)C1)N1CCN(c2ccc(Cl)cc2)CC1 (stereo unspecified) | 3.5 | nt | 13.4 | 2.5 | 4.7 | 8.8 | -3.0
COCCNC(=S)N(CCc1c(C)[nH]c2ccc(F)cc12)Cc1cccs1 | 8.3 | 37.4 | 2.6 | 9.2 | nt | -2.5 | -65.8
C/C=C/c1cnc2c(c1)C(=O)N([C@H](C)CO)C[C@@H](C)[C@H](CN(C)C(=O)Cc1cccnc1)O2 | -0.1 | 1.4[16.7 µM] | -11.4 | -5.6 | 0.5 | 0.8 | 14.9
C[C@@H]1CN([C@H](C)CO)S(=O)(=O)c2ccc(-c3cncnc3)cc2O[C@@H]1CN(C)C(=O)Cc1ccncc1 | 0.7 | -5.1[16.7 µM] | -16.0 | -2.3 | -2.7 | -2.3 | -9.5
COc1ccccc1Nc1ncccc1C(=O)O | nt | 5.0 | -1.6 | nt | -1.7 | -8.5 | -21.6
O=C(COc1ccccc1)N=C1SC2CS(=O)(=O)CC2N1c1ccc(F)cc1 (stereo unspecified) | -2.7 | 0.1 | -28.7 | 1.7 | 0.3 | 0.8 | -12.8
NC(=O)C1CCN(Cc2nc3ccccc3c(=O)[nH]2)CC1 | nt | -7.2 | -2.7 | nt | 1.7 | 0.8 | 3.2
C[C@H]1CN([C@@H](C)CO)C(=O)c2cc(C#Cc3ccccc3F)cnc2O[C@@H]1CN(C)C(=O)Cc1cccnc1 | -1.2 | nt | -2.7 | 6.6 | -12.1 | 0.2 | 6.4
CC/C(=N\NC(=O)c1c[nH]c2ccccc12)c1cccs1 | 3.0 | nt | 33.0 | 7.2 | nt | nt | nt
Cc1noc(C)c1NC(=O)Nc1ccc2c(c1)C(=O)N([C@@H](C)CO)C[C@@H](C)[C@@H](CN(C)Cc1ccncc1)OCCCC[C@@H](C)O2 | -1.3 | 7.7[16.7 µM] | -6.8 | 2.0 | -1.3 | -1.8 | nt
CCCCOc1ccc(C(=O)OCC(=O)Nc2cc(C)on2)cc1 | -3.1 | nt | -0.8 | 6.9 | nt | nt | nt
COc1ccc(OC)c(NC(=O)COC(=O)c2ccc(OC)c(S(=O)(=O)N3CCCC3)c2)c1 | 0.1 | -10.8 | -2.6 | -9.6 | 1.0 | -7.4 | -1.1
CCCN(C1CCS(=O)(=O)C1)S(=O)(=O)c1cc(OC)ccc1OC (stereo unspecified) | -0.6 | 6.4 | -4.6 | 1.1 | -1.5 | -3.8 | 11.2
Cc1nnc2ccc(-c3cccc(NS(=O)(=O)c4cc(F)ccc4F)c3)nn12 | -0.6 | -4.7 | -1.5 | -2.4 | 2.6 | -3.4 | -22.3
CC(Oc1ccccc1)C(=O)N=C1SC2CS(=O)(=O)CC2N1c1ccccc1 (stereo unspecified) | 0.7 | 5.9 | -6.6 | 0.7 | -0.5 | 1.8 | 0.6
C[C@@H]1CN([C@@H](C)CO)C(=O)c2cccc(NS(=O)(=O)c3ccc(F)cc3)c2O[C@H]1CN(C)Cc1ccncc1 | -2.0 | -12.3[16.7 µM] | -9.7 | -0.4 | -0.1 | 1.6 | -4.0
Cc1[nH]c(=O)[nH]c(=O)c1NC(=O)CSc1ncccc1-c1nc2ccccc2[nH]1 | -0.5 | -1.2 | 3.1 | -0.8 | -2.4 | -16.5 | nt
Cc1cc(OCCOCCN2CCCC2)ccc1C(C)C | nt | 11.8 | -0.5 | nt | nt | -20.0 | nt
COc1cccc(NC(=O)CCCCCN2C(=O)[C@@H]3Cc4ccccc4CN3C2=O)c1 | 1.2 | 0.2 | -3.8 | 4.6 | nt | -0.6 | 3.4
C=CCSc1nnc2c(n1)OC(c1c(C)[nH]n(-c3ccccc3)c1=O)Nc1ccccc1-2 (stereo unspecified) | nt | -6.1 | -1.1 | nt | -2.7 | 27.4 | -2.9
O=C(/C=C/[C@H]1O[C@@H](n2cnc3c(NC(=O)c4ccccc4)ncnc32)[C@H](O)[C@@H]1O)NCC(c1ccccc1)c1ccccc1 | -1.1 | 5.9 | nt | 0.3 | 0.0 | -5.9 | -1.9
CCc1ccc(C(=O)CSc2ncn[nH]2)cc1 | nt | -8.3 | -2.9 | nt | 2.2 | 18.9 | 4.2
O=C(COC(=O)/C=C/c1ccccc1)NCCC1=CCCCC1 | -0.2 | -15.2 | -2.6 | 0.0 | 1.3 | nt | nt
O=CNCCc1nc2ccccc2n1CCc1ccccc1 | -3.9 | -5.0 | 1.7 | 0.2 | -6.7 | 4.7 | 1.7
COc1ccc(CN2CCC(c3nc4ccc(Cl)cc4[nH]3)CC2)cc1 | -4.2 | -5.3 | -2.9 | 2.5 | 0.1 | -3.4 | -14.7
O=C(c1ncc[nH]1)c1ccccc1C(=O)N1CCOCC1 | 0.3 | -5.0 | -2.6 | -0.9 | 0.2 | -0.7 | -35.5
COc1ccc(NC(=O)CCN2C(=O)c3ccccc3C2=O)c(OC)c1 | -2.6 | nt | -1.8 | -2.3 | 0.3 | -4.3 | -8.6
Cc1ccc(N2C(=O)C3C4CC(=O)C(c5ccccc54)C3C2=O)cc1 (stereo unspecified) | nt | ? | -4.2 | nt | -0.2 | 0.9 | -0.3
OCC(CO)(CO)NC(=S)Nc1cc(Cl)cc(Cl)c1 | -1.8 | nt | 2.2 | 2.8 | nt | nt | nt
C[C@H](CO)N1C[C@H](C)[C@H](CN(C)Cc2ccc(F)cc2)Oc2ncc(-c3cccc(C#N)c3)cc2C1=O | -3.5 | -3.3[16.7 µM] | -1.8 | -3.0 | -0.7 | 4.4 | 8.7
CC1(C)CC(=O)C2=C(C1)N(CCN1CCOCC1)C1=C(C(=O)CC(C)(C)C1)C2c1cccc(Cl)c1 | nt | 9.4 | -4.6 | nt | 2.5 | 1.9 | -8.1
CC1CCCCC1NC(=O)c1ccc(-n2cncn2)cc1 (stereo unspecified) | -0.9 | 6.6 | 2.4 | nt | 0.1 | 1.9 | -9.5
CN(C)C(=O)c1cccc(-c2ccc([C@H]3[C@H](CO)N4CCCCN(S(C)(=O)=O)C[C@@H]34)cc2)c1 | -1.2 | 6.1[16.7 µM] | -7.9 | -0.2 | -1.5 | -2.4 | 34.1
CC(OC(=O)/C=C/c1cccs1)C(=O)Nc1ccc(S(N)(=O)=O)cc1 (stereo unspecified) | 3.1 | -0.2 | 11.2 | -5.5 | nt | 0.2 | -2.5
Cn1ncc(Cl)c1C(=O)N1CCc2ccccc21 | nt | nt | -8.4 | nt | -2.7 | -5.8 | 6.0
O=C(NN=C(Cc1ccccc1)Cc1ccccc1)c1ccncc1 | 1.8 | nt | -1.5 | 6.1 | nt | nt | nt
COc1ccccc1CNCCS(=O)(=O)NCc1ccccc1OC | -2.0 | -3.0 | 0.0 | -0.7 | 3.5 | -4.2 | -15.1
N#Cc1cccc(NC(=O)CCN2C(=O)C3CCCCC3C2=O)c1 (stereo unspecified) | -2.2 | -10.3 | -1.7 | 3.4 | 0.6 | -10.1 | -0.7
CCCCC[C@@H]1C=C(C(=O)O)[C@H](c2ccc(Br)cc2)N1S(=O)(=O)c1ccc(C)cc1 | 6.0 | 5.9 | 2.7 | 8.2 | 2.9 | 0.3 | -0.8
O=C(Nc1ccccc1)Nc1ccc2nnsc2c1 | -1.0 | 0.1 | 4.0 | 2.2 | -9.5 | 73.1* | -5.2
CN1CCc2c(sc(NC(=O)Cc3ccc(F)cc3)c2C(N)=O)C1 | -2.8 | -2.0 | -2.1 | 2.2 | -2.1 | 1.2 | -0.8
COc1ccc(CN2CCN(CC3CC3)CC2CCO)c(C)c1C (stereo unspecified) | -0.8 | 3.9 | 3.4 | 0.3 | -2.0 | -1.3 | 1.1
C[C@H](CO)N1C[C@H](C)[C@H](CN(C)CC2CC2)Oc2cc(C3=CCCC3)ccc2S1(=O)=O | 2.3 | -10.0[16.7 µM] | 3.9 | 0.8 | -2.2 | -6.6 | -1.8
CCCCC1=CC2=CC(=O)C(C)(OC(=O)CCc3ccccc3)C(=O)C2=CO1 (stereo unspecified) | nt | nt | -1.2 | -0.5 | 0.5 | -1.9 | 4.4

(more compounds)
smiles | SIRT5 inh | miR-122 sensor | ARNT-TACC3 inh | ERp5 inh | Cneo AK release | esBAF inh | C2C12 statin
COc1ccc(CNc2ccc([N+](=O)[O-])cn2)cc1 | 2.3 | -8.2 | -6.0 | 2.0 | 0.9 | 62.6* | 4.0
CCCNC(=O)c1ccccc1NC(=O)CN(c1ccccc1OCC)S(C)(=O)=O | nt | -1.3 | -2.3 | nt | -0.4 | -2.2 | 1.9
COc1ccc2oc(C(=O)Nc3cccc(S(=O)(=O)N4CCOCC4)c3)c(C)c2c1 | -3.3 | -2.9 | -3.7 | 1.5 | -1.4 | 27.1 | 6.0
O=C(Nc1cccc(Cl)c1N1CCOCC1)c1cccnc1 | -7.4 | -17.4 | -6.8 | 2.5 | -0.2 | -1.8 | -9.6
O=C(N/N=C/c1ccncc1)c1ccccc1[N+](=O)[O-] | -2.1 | nt | -13.2 | 2.5 | nt | nt | nt
O=C(NCCc1ccccc1)c1ccc(S(=O)(=O)N2CCCCC2)cc1 | nt | -5.0 | nt | 2.7 | 12.4 | 28.9 | 2.8
C[C@@H]1CN([C@@H](C)CO)C(=O)c2cc(-c3ccccc3)cnc2O[C@H]1CN(C)Cc1ccccc1 | -2.8 | 0.9[16.7 µM] | 0.6 | -3.1 | -3.1 | -2.2 | 7.3
CC(C)CCNC(=O)c1ccc2nc[nH]c2c1 | nt | -3.1 | 8.6 | nt | nt | 26.3 | -0.8
CCC1Sc2ccc(S(=O)(=O)CCC(=O)Nc3ccc(OC(F)(F)F)cc3)cc2NC1=O (stereo unspecified) | 0.3 | -0.4 | -6.9 | -8.3 | -0.6 | 0.5 | -7.5
Cc1ccccc1-c1nn(-c2ccc(F)cc2F)cc1CNCCCN(C)C | -3.1 | nt | 17.3 | 11.4 | nt | nt | nt
Cc1ccc(/C=C2\SC(=S)N(CC3CCCO3)C2=O)o1 (stereo unspecified) | 2.6 | nt | 14.1 | 4.4 | nt | nt | nt
COc1ccc(CCNC2=NCCS2)cc1 | nt | -3.0 | -5.4 | nt | 2.8 | -2.5 | -10.2
O=C(O)C1=C[C@@H](c2ccccc2)C[C@@H](OCc2ccc(CO)cc2)O1 | -2.5&-1.5 | 1.0 | 9.9&3.8 | -3.9&4.6 | 11.4&1.1 | -7.1 | 13.6
